LDHA inh: blocks human lactate dehydrogenase A; 480,000 tested, 0.15% active; purified LDHA, NADH/diaphorase-resazurin fluorescence; hits give low values; activity change, % (values are at about 110 or 230 µM); AID 1347041; in the data active means activity change below about -30%; inconclusive means mostly about -25% to -30%;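 further: plate controls were DMSO wells for no effect and wells without enzyme for full effect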
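Remaining NADH was detected by diaphorase (0.133 mg/mL) converting 37 µM resazurin to fluorescent resorufin, read at 0 and 20 minutes. The preceding 5-minute room-temperature reaction used 2 nM LDHA, 0.2 mM sodium pyruvate and 0.06 mM NADH at pH 7.4.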
Vif-A3G inh: blocks the Vif interaction with human APOBEC3G; Q9HC16; Potency, µM (titrated, usually from 46.1 µM), for the others: top-dose activity, negative = active, actives largely listed as inhibitors; AID 602310; HeLa A3G-eYFP + Vif (tagged APOBEC3G with the HIV-1 protein that degrades it), YFP fluorescence, overnight; 410,000 tested, 0.076% active;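 further: potency means the concentration at half of the fitted maximal effect; on the % scale 0 is the no-effect control and ±100 the full control effect; nearly all actives have a fitted effect of over 60% in size; hits raise eYFP signal because A3G escapes Vif-driven loss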
Target sequence (Q9HC16 whole entry, looked up): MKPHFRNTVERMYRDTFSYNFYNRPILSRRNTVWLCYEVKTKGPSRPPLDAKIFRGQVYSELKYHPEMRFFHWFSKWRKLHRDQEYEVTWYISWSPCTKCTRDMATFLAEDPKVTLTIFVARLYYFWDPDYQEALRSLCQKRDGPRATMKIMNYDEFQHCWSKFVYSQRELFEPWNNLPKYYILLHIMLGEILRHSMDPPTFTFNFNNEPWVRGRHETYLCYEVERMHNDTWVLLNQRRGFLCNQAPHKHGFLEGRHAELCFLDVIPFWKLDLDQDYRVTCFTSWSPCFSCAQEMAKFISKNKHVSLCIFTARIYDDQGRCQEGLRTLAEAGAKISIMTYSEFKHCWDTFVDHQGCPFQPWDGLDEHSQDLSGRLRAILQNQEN
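Read-out is eYFP fluorescence (Ex 488/Em 500-530) from Vif-expressing HeLa A3G-eYFP cells; more signal means A3G escaped Vif-mediated degradation. Cells plated overnight, compound pinned in, incubated overnight at 37 deg C.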
GRP78 ERSR act: inducers of ER stress response in human glioma cells; U87-MG GRP78 promoter luciferase reporter, 16 h; Potency, µM, inactives show top-dose activation, usual class: activators; 420,000 tested, 0.02% active; AID 602332; further: potency means the concentration at half of the fitted maximal effect; series mostly up to about 76 µM; % of control where 0% means no effect; nearly all actives have a fitted effect of over 35% in size
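Stably transfected U87-MG human glioma cells carrying a GRP78-based luminescent sensor were seeded at 1000 cells/well, pin-dosed with compounds and incubated 16 h. Luciferase reagent was then added, and end-point luminescence was read after 10 min at room temperature.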
* marks the source's active call; other numbers are inactive results; ? = inconclusive; & = joins results of further samples. Unless noted, the call rests on the fitted dose curve; in most records, active means well fitted curve in the direction sought with a large enough effect; inconclusive means small, poorly fitted or top-dose-only effect, or another doubt; inactive means no such curve, though single readings can be large; an effect the other way counts as inactive or inconclusive. This is a subset; count on the stated rates, not on these rows.

Start of the listing, in advance (six entries):
SMILES	LDHA inh	Vif-A3G inh	GRP78 ERSR act
CCOC(=O)C1=CCN(S(=O)(=O)c2ccccc2C)C1c1ccc(F)cc1 (stereo not drawn)	-2	2%	-3%
CNc1nc(NCc2cccc(OC)c2)c2sccc2n1	-7	-9%	-2%
CCC1Cc2[nH]c(=S)[nH]c(=O)c2C(c2ccc(F)cc2)O1 (stereo not drawn)	-9	-4%	-4%
NC(c1csc(Nc2ccccn2)n1)c1ccccc1Cl (stereo not drawn)	-3	-1%	-1%
NC1CCc2ccccc21 (stereo not drawn)	4	6%	-4%
CC(=O)C[n+]1cccc2cc(Cl)ccc21	-5	-5%	-1%

Main list, previewed entries included:
SMILES	LDHA inh	Vif-A3G inh	GRP78 ERSR act
CCOC(=O)C1=CCN(S(=O)(=O)c2ccccc2C)C1c1ccc(F)cc1 (stereo not drawn)	-2	2%	-3%
CNc1nc(NCc2cccc(OC)c2)c2sccc2n1	-7	-9%	-2%
CCC1Cc2[nH]c(=S)[nH]c(=O)c2C(c2ccc(F)cc2)O1 (stereo not drawn)	-9	-4%	-4%
NC(c1csc(Nc2ccccn2)n1)c1ccccc1Cl (stereo not drawn)	-3	-1%	-1%
NC1CCc2ccccc21 (stereo not drawn)	4	6%	-4%
CC(=O)C[n+]1cccc2cc(Cl)ccc21	-5	-5%	-1%
COc1ccc(Cc2c(-c3ccco3)nc3c(C)cc(Br)cn23)c(C)c1	-4	-1%	-1%
CCc1nc2ccc(C(=O)NCc3ccccc3OC)cn2c1N(CC)Cc1cccc(Br)c1	0	-4%	-1%
CC(C)CC(N)c1csc(Nc2ccc(C(=O)NCCO)cc2)n1 (stereo not drawn)	-3	-2%	-3%
CN(C)CCNc1ncnc2c1ncn2[C@H]1CN(Cc2cccs2)C[C@@H](CO)O1	-2	4%	-1%
CN(Cc1ccc(Cl)c(Cl)c1)C(=O)c1[nH]c(C(F)(F)F)nc1-c1ccccc1	-6	-9%	-7%
COc1ccc(C(C)=O)cc1CN1C(=O)C(C)ON=C1c1ncccc1C (stereo not drawn)	-2	-2%	-2%
O=C(NCC(O)c1nc2ccccc2[nH]1)c1cc([N+](=O)[O-])ccc1F (stereo not drawn)	-8	-14%	-5%
c1cc(-c2cnc3cccnn23)c2cccnc2c1	1	-3%	-4%
CCCCNC(=O)C(NC(=O)c1cccc2ccccc12)C(=O)c1ccccc1 (stereo not drawn)	-3	-8%	-4%
CC(=O)Nc1ccc(/C=C/C(=O)c2ccc(-n3nncc3-c3ccccc3)cc2)cc1	-8	?	15%
O=C(Nc1ccc2c(c1)OCO2)c1cc(C2CCCCN2C(=O)CCCc2ccccc2)on1 (stereo not drawn)	-1	4%	-2%
COCCCN1C(=O)C(CC(=O)NC(c2ccccc2)c2ccccc2)CC(C(=O)N(C(C)C)C(C)C)=C1C (stereo not drawn)	-3	-5%	-2%
COc1ccccc1-c1csc(C(O)(c2ccccc2)C(F)(F)F)n1 (stereo not drawn)	-7	-24%	-7%
O=C(Nc1ccc(F)c(Cl)c1)Nc1nnc([C@H]2C[C@H](O)[C@@H](CO)O2)s1	-48*	-1%	0%
CC(C)N1CCCC(C)(C(=O)Nc2ccccc2)C1 (stereo not drawn)	-5	3%	-4%
C[C@@H]1CCCCO[C@@H](CN(C)C(=O)CCCN(C)C)[C@@H](C)CN([C@H](C)CO)C(=O)c2cc(N(C)C)ccc2O1	-12	-7%	-4%
CC(=O)c1cccc(NC(=O)C(C)OC(=O)c2ccc(S(C)(=O)=O)c([N+](=O)[O-])c2)c1 (stereo not drawn)	0	-27%	-12%
O=C(Nc1nnc([C@@H]2C[C@H](O)[C@@H](CO)O2)s1)c1cccc(Oc2ccccc2)c1	-4	-4%	0%
O=S1(=O)CC(N2CCN(CC3CC3)CC2)CN1CCc1ccccc1 (stereo not drawn)	-2	-3%	-2%
COc1ccc(C2CC(c3cccc(OC)c3)=NN2c2ccc(S(N)(=O)=O)cc2)cc1 (stereo not drawn)	-4	-11%	0%
c1ccc(COc2ccc(-c3cc4nc(NCCN5CCOCC5)ccn4n3)cc2)cc1	2	-14%	1%
Fc1cccc(Cc2c(-c3cccc(Cl)c3)nc3ccc(Br)cn23)c1	-7	-16%	8%
CC(C)(C)c1ccc(CC(=O)N2CCC2(C)C(=O)NCc2cccc3ccccc23)cc1 (stereo not drawn)	2	-2%	-4%
O=C(NC(c1ccc(Cl)cc1)c1ccsc1)C1CCN(Cc2cccc(Cl)c2)CC1 (stereo not drawn)	-6	-1%	-5%
CCOC(=O)C1(C)CCCN1C(=O)c1ccccc1OC (stereo not drawn)	-4	0%	0%
CNc1c(Br)cc(C=O)cc1Br	-18	-3%	-2%
COc1ccc(C(O)c2nc(-c3ccoc3)cs2)cc1 (stereo not drawn)	-2	-8%	17%
COc1cccc(C(C)(O)c2nc(-c3cccc(C(F)(F)F)c3)cs2)c1 (stereo not drawn)	0	-7%	-8%
Cn1ccc2c(-c3ccc(C(C)(C)C)cc3)cc3c(c21)C1CCC3O1 (stereo not drawn)	4	-2%	3%
CCN(CC)C(=O)c1cccc(-c2csc(C(C)(O)c3ccccc3)n2)c1 (stereo not drawn)	-7	-1%	-7%
O=C(O)c1ccc(B(O)O)cc1	-3	2%	-1%
CNc1ncnc2c1ncn2[C@H]1CN(Cc2ccc(F)cc2)C[C@@H](CO)O1	-4	2%	-1%
Cc1ccccc1-c1cnc(C(O)c2cc(Cl)cc(Cl)c2)[nH]1 (stereo not drawn)	-17	-11%	-3%
COc1ccccc1-c1cnc(C(O)c2ccc(CN3CCCC3)cc2)[nH]1 (stereo not drawn)	1	2%	-4%
Cn1nccc1-c1ccc(C(=O)NCc2ccc(Cl)cc2)c2occc12	-2	-6%	1%
COc1cc(C(O)c2nc(-c3ccc(F)c(Cl)c3)cs2)ccc1F (stereo not drawn)	-7	-9%	2%
Fc1ccc(Nc2nc(NCc3cccs3)nc3ccsc23)cc1	-3	-8%	-2%
NC(Cc1ccccc1)c1csc(Nc2nccc(C(F)(F)F)n2)n1 (stereo not drawn)	-2	?	-2%
CCCNC(=O)C1(C)CCN(Cc2csc3ccccc23)C1 (stereo not drawn)	-4	-2%	0%
CCCNC(=O)C1(C)CCCN(CCOc2ccccc2)C1 (stereo not drawn)	-8	-3%	2%
COc1ccc(C(O)c2ncc(-c3ccccc3)[nH]2)c(OC)c1 (stereo not drawn)	3	-4%	0%
COc1ccc(CN2CCC2(C)C(=O)NCCNC(C)=O)c2ccccc12 (stereo not drawn)	0	-1%	-1%
O=C(Nc1ccc(F)c(Cl)c1)c1cc(C2CCCN(S(=O)(=O)c3cccc4cccnc34)C2)on1 (stereo not drawn)	-3	2%	6%
CC1(C(=O)NS(=O)(=O)c2ccccc2)CCN1C(=O)C1(c2ccc(Cl)cc2)CC1 (stereo not drawn)	-8	1%	0%
CCCS(=O)(=O)NC(=O)C1(C)CCN(C(=O)Cc2cccc(OC)c2)C1 (stereo not drawn)	-11	0%	-6%
Nc1nc(N)c2snnc2n1	-6	-18%	1%
CC1(C(=O)NS(=O)(=O)c2ccc(Cl)cc2)CCN1C(=O)C1(c2ccc(Cl)cc2)CCC1 (stereo not drawn)	-8	-5%	0%
CCOC(=O)[C@@H]1[C@H]2COc3ccccc3[C@@H]2N2C(=O)N(c3ccc(Br)cc3)C(=O)[C@@]12C	-5	-7%	-1%
CN(CCC#N)c1ccc(/C=C/c2ccnc3ccccc23)cc1	8	?	-3%
O=S(=O)(c1cccc(Cl)c1)N1CCN(c2nc(-c3cccs3)nc3ccccc23)CC1	-4&-3	-3%	1%
CCOC(=O)c1ccccc1OCc1cc(C2Nc3ccccc3C(=O)N2c2cccc3ccccc23)ccc1OC (stereo not drawn)	1	2%	2%
CCOC(=O)Cc1ccc(Nc2nc(NCc3cccs3)nc3ccsc23)cc1	-11	0%	-2%
CC1(C(=O)NS(=O)(=O)c2cccc(C#N)c2)CCN1C(=O)C1(c2ccc(Cl)cc2)CC1 (stereo not drawn)	-6	-2%	1%
Cc1ccc(S(=O)(=O)N2C[C@H]3C(=O)C[C@@H](c4ccccc4F)N(S(=O)(=O)c4ccc(C)cc4)[C@H]3C[C@H]2c2ccccc2F)cc1	-3	1%	-2%

Part of the list above, showing only Vif-A3G inh:
Structure | Vif-A3G inh
CCOC(=O)[C@@H]1[C@H]2COc3ccccc3[C@@H]2N2C(=O)N(c3ccc(Br)cc3)C(=O)[C@@]12C | -7%
CN(CCC#N)c1ccc(/C=C/c2ccnc3ccccc23)cc1 | ?

Three of the compounds above, with two lines to a compound.
Every second line gives: LDHA inh, Vif-A3G inh, GRP78 ERSR act
O=C(NC(c1ccc(Cl)cc1)c1ccsc1)C1CCN(Cc2cccc(Cl)c2)CC1 (stereo not drawn)
 : -6, -1%, -5%
Cn1ccc2c(-c3ccc(C(C)(C)C)cc3)cc3c(c21)C1CCC3O1 (stereo not drawn)
 : 4, -2%, 3%
c1cc(-c2cnc3cccnn23)c2cccnc2c1
 : 1, -3%, -4%

Carrying on:
SMILES	LDHA inh	Vif-A3G inh	GRP78 ERSR act
Cc1ccccc1CNC(=O)c1[nH]c(C(F)(F)F)nc1-c1ccccc1	-8	2%	-4%
COc1ccc(NC(=O)Nc2ccc3nc([C@@H]4O[C@H](CO)[C@@H](O)[C@H](O)[C@H]4O)[nH]c3c2)cc1OC1CCCC1	12	0%	-1%
COc1ccc(CCNC(=O)Nc2nc(C(N)Cc3ccccc3)cs2)cc1OC (stereo not drawn)	-6	-2%	-2%
CCCC(=O)N1CCCC1(C)C(=O)Nc1ccc(-n2cccc2)cc1 (stereo not drawn)	-4	-6%	-3%
CCc1nc2ccc(C(=O)N3CCN(C(=O)c4ccco4)CC3)cn2c1N(C)Cc1nccn1C	-19	-1%	-2%
CC(C)NC(=O)Cn1nnc(-c2ccccc2)c1COc1ccc2ccccc2c1	4	-3%	-5%
Cc1cnc(C(=O)N(c2ccc(N3CCOCC3)cc2)C2C(=O)Nc3ccccc3N=C2c2ccc(F)cc2)cn1 (stereo not drawn)	4	-6%	0%
COCCn1c(CN2CCN(c3ccccc3)CC2)nc2c1c(=O)n(C)c(=O)n2C	3	2%	-2%
COc1cccc2c1C(=O)/C(=C/c1ccc(N(C)C)cc1)C2	4	0%	2%
COc1ccc2c(CN3CCN(c4ccc(Cl)c(Cl)c4)CC3)cc(=O)oc2c1	-9	-3%	-5%
C=CCOC(=O)N1CCC2CC1c1c(-c3ccc(C(F)(F)F)cc3)cccc12 (stereo not drawn)	0	-3%	-3%
CC(C)N(C)c1ncnc2c1ncn2[C@H]1CN(CCc2ccccc2)C[C@@H](CO)O1	-3	1%	2%
COc1cc(/C=C/CNC[C@H]2O[C@@H](n3cnc4c(=O)[nH]c(N)nc43)[C@H](O)[C@@H]2O)ccc1O	6	-1%	-4%
COc1ccc(Cn2nnnc2C(c2ccccn2)N2CCN(c3ccc(O)cc3)CC2)cc1 (stereo not drawn)	14	3%	-3%
CC(=O)Nc1cccc(-c2ccnc3c2CC(C)(C(=O)Nc2cccc(OC(F)(F)F)c2)O3)c1 (stereo not drawn)	-5	-6%	-9%
OC(c1ccccc1)(c1nc(-c2cccc(F)c2)cs1)C(F)(F)F (stereo not drawn)	-5	-13%	-2%
Cc1cscc1-c1nc(NCC2CC2)nc2ccsc12	-8	-10%	-2%
Cc1cc(C)cc(C(O)c2ncc(-c3ccc(Cl)cc3)[nH]2)c1 (stereo not drawn)	-12	-12%	-3%
COC(=O)N1CCCCC1c1cc(C(=O)Nc2ccc3c(c2)OCO3)no1 (stereo not drawn)	-6	-5%	-2%
CC(C)Oc1cccc(NC(=O)C2(C)CCN2C(=O)C(C)C)c1 (stereo not drawn)	-12	-1%	-2%
Cc1cc(C)cc(C(O)c2ncc(-c3ccccc3Cl)[nH]2)c1 (stereo not drawn)	-7	-21%	0%

Sorted by the number under LDHA inh (falling): three of the compounds above.
structure | LDHA inh | Vif-A3G inh
COc1ccc(NC(=O)Nc2ccc3nc([C@@H]4O[C@H](CO)[C@@H](O)[C@H](O)[C@H]4O)[nH]c3c2)cc1OC1CCCC1 | 12 | 0%
CC(C)NC(=O)Cn1nnc(-c2ccccc2)c1COc1ccc2ccccc2c1 | 4 | -3%
Cc1cscc1-c1nc(NCC2CC2)nc2ccsc12 | -8 | -10%
